# RMI FANCM FP = disruptors of RMI1/RMI2 association with MM2 peptide – biochemical, fluorescence polarization, human, primary screen; RMI core complex (RMI1/RMI2) binding to FANCM MM2 peptide, human; RMI core complex with F-MM2 peptide; hits give low values; FP signal (polarization) at 33 µM; hit rate 0.58% among 70,000; in the data active = FP signal below about 40; note: inactives centre near 61; strong numbers were not always called active; unit not given here
# * marks the source's active call; other numbers are inactive results; & = joins results of further samples. Not all compounds are listed, so the mix of outcomes need not match the whole.
SMILES,RMI FANCM FP
O=C(CN1c2ccccc2Sc2ccccc21)N/N=C/c1ccc(Cl)cc1Cl,55
CCOC(=O)Cn1c(=NC(=O)/C=C/c2ccccc2)sc2cc(S(C)(=O)=O)ccc21,62
O=C(Oc1ccc2ccc(=O)oc2c1)c1ccc(Cl)cc1,65
COC(=O)c1c(N2C(=O)CC(Sc3ncccc3C(=O)O)C2=O)sc2c1CCCC2 (stereo unspecified),63
COc1cccc2c1OC1(CCN(C)CC1)N1N=C(c3cc(Cl)ccc3O)CC21 (stereo unspecified),55
Cc1csc(NC(=O)CCn2cnc3c(cnn3-c3ccc(F)cc3)c2=O)n1,75
COC(=O)CCSCC(=O)Nc1ccc(F)cc1,59
COc1ccc(CNC(=O)Nc2ccccc2SC)cc1,56
CNC(=O)c1ccsc1NC(=O)CS(=O)(=O)c1ccc(Cl)cc1,54
O=C(CSc1nc2c(c(=O)[nH]1)CSC2)c1ccc(Cl)cc1,52
Cc1ccc(-c2nnc(NC(=O)c3ccc(S(C)(=O)=O)cc3)o2)cc1,63
Nc1nc(SCC(=O)NCc2ccco2)n[nH]1,74
CCOC(=O)c1sc(NC(=S)NC(=O)c2cccs2)cc1C,-13
O=C(O)C1Cc2ccccc2-c2ccccc2C1,57
O=C1NCCCC1c1n[nH]c(=S)n1Cc1ccccc1 (stereo unspecified),56
COc1ccc(NC(=O)c2snnc2C)cc1Cl,55
NC/C=C/C(=O)O,54
O=C(CSc1ccc(NC(=O)c2ccco2)nn1)NCCc1ccccc1,69
CC(=O)c1ccc(NC(=O)C2CCCN(c3ccc(-c4cccs4)nn3)C2)cc1 (stereo unspecified),67
S=c1[nH]nc(CSc2nc3ccccc3s2)o1,58
O=C(CC1CCCCN1S(=O)(=O)c1ccccc1)Nc1nccs1 (stereo unspecified),70
CCS(=O)(=O)NCC(c1cccnc1)N1CCN(c2ccccc2)CC1 (stereo unspecified),66
O=c1cc(-c2ccccc2)ncn1Cc1ccccc1,60
CC1(C)COc2ccc(N)cc2NC1=O,37*
CN(C)c1ccc(NC(=O)/C=C/c2ccccc2Cl)cc1,65
Cc1cccc(CC(=O)Nc2ccc3c(c2)N(C)C(=O)C(C)(C)CO3)c1,68
CC(C)Cc1c[nH]c2c(c1=S)c(=O)n(C)c(=O)n2C,49
CSc1nsc(SC)c1C(=O)NC(=O)Nc1ccc(Cl)cc1,57
CCOC(=O)c1c(NC(=O)c2cc(Cl)cc(Cl)c2)sc2c1CCCCC2,-13
O=C(NCc1ccsc1)c1cc2ccccc2oc1=O,65

# Compounds listed so far that have an aryl methoxy group:
SMILES,RMI FANCM FP
COc1cccc2c1OC1(CCN(C)CC1)N1N=C(c3cc(Cl)ccc3O)CC21 (stereo unspecified),55
COc1ccc(CNC(=O)Nc2ccccc2SC)cc1,56
COc1ccc(NC(=O)c2snnc2C)cc1Cl,55

# Later entries:
SMILES,RMI FANCM FP
COC(=O)CCC(=O)O[C@H]1CCC2(C)C(CCC3C2C(=O)[C@@H](O)C2(C)C3CC3OC4(CCC(C)CO4)[C@@H](C)C32)C1 (stereo partly specified),60
CC1=NS(=O)(=O)c2cc(Cl)ccc2N1,60&57&65
CC(/C=C1\SC(=S)N(CC(=O)N2c3ccccc3Sc3ccccc32)C1=O)=C\c1ccccc1,61
CCn1nc(C)cc1C(=O)Nc1ccc2sccc2c1,70
CC(C)c1ccc(/C=N\NC(=O)c2ccc(F)cc2)cc1,67
O=C(Nc1ccc(-c2ccc(NC(=O)c3ccc(C(=O)c4ccccc4)cc3)cc2)cc1)c1ccc(C(=O)c2ccccc2)cc1,74
CCCc1cc(=O)[nH]c2nnc(SCC(=O)NCc3ccco3)n12,53
O=[N+]([O-])c1ccc(N/N=C2\CCCCC2c2ccccn2)c([N+](=O)[O-])c1 (stereo unspecified),51
Cc1ccc2[nH]c3c(=O)n(CCC(=O)NC(C)c4ccccc4)cnc3c2c1 (stereo unspecified),73
CCOC(=O)C(=O)Nc1cc(C)nn1-c1nc(C)cc(=O)[nH]1,70

# A second format for part of the listing above:
CCn1nc(C)cc1C(=O)Nc1ccc2sccc2c1
  RMI FANCM FP: 70

CC(C)c1ccc(/C=N\NC(=O)c2ccc(F)cc2)cc1
  RMI FANCM FP: 67

O=C(Nc1ccc(-c2ccc(NC(=O)c3ccc(C(=O)c4ccccc4)cc3)cc2)cc1)c1ccc(C(=O)c2ccccc2)cc1
  RMI FANCM FP: 74

# In a second layout: results already given
CCOC(=O)C(=O)Nc1cc(C)nn1-c1nc(C)cc(=O)[nH]1
  RMI FANCM FP: 70

COC(=O)CCC(=O)O[C@H]1CCC2(C)C(CCC3C2C(=O)[C@@H](O)C2(C)C3CC3OC4(CCC(C)CO4)[C@@H](C)C32)C1 (stereo partly specified)
  RMI FANCM FP: 60

CC(C)c1ccc(/C=N\NC(=O)c2ccc(F)cc2)cc1
  RMI FANCM FP: 67

# Continuation.
SMILES,RMI FANCM FP
O=C(CNCCO)N1N=C(c2ccccc2)CC1c1cn(-c2ccccc2)nc1-c1ccccc1 (stereo unspecified),84&67
O=c1[nH]cnc2c1sc1nnc(-c3ccccc3)c(-c3ccccc3)c12,56
CC12CCC3C(CCC4CCCCC43C)C1Cc1sc(N)nc12 (stereo unspecified),65
COc1ccc(-c2nnc(-c3cc(OC)c(OC)c(OC)c3)o2)cc1,62
CS(=O)(=O)N1CCCc2ccc(NC(=O)C(=O)NCC3CCCO3)cc21 (stereo unspecified),52
COc1ccc(CC(=O)NCC(c2cccs2)N2CCOCC2)cc1OC (stereo unspecified),50
COC(=O)c1c(NC(=O)c2ccccc2[N+](=O)[O-])sc2c1CC(C)(C)NC2(C)C,70
COc1cc2c(cc1-c1coc3c4c(c(OC)cc3c1=O)OC(C)(C)C=C4)OCO2,59
COc1ccccc1N1CC(C(=O)Nc2nnc(SCC(=O)N3CCCCCC3)s2)CC1=O (stereo unspecified),59
CC(C)(C)n1cn[nH]c1=S,53
COc1ccc(-c2noc(CS(=O)(=O)c3ccc(Cl)s3)n2)cc1OC,75
CCOc1ccccc1NC(=O)C(=O)NCC(c1ccc(N(C)C)cc1)N1CCCC1 (stereo unspecified),77
COc1cccc(-c2csc(/C(C#N)=C/C=C/c3ccccc3[N+](=O)[O-])n2)c1,35
CCOc1ccccc1NC(=O)CSc1ccc(-c2sc(C)nc2C)nn1,61
O=S(=O)(Cc1ccc(Cl)cc1)c1nc2ccccc2nc1N1CCN(c2ccccc2)CC1,69
O=C(Cn1nc(S(=O)(=O)c2ccccc2)ccc1=O)Nc1ccc2c(c1)OCO2,60
O=C(c1ccccn1)c1ccc2ccccc2n1,52
O=C(NCC1(c2cccs2)CCCC1)C1CCCC1,68
O=C(Nc1ccc(Br)cc1)N1CCOCC1,56
COc1ccc(-c2noc(-c3c(SC)nn(CC(=O)Nc4cccc(SC)c4)c3N)n2)cc1,138
Nc1nnc(Cc2ccc3c(c2)OCCO3)o1,67
COc1ccc(Cl)cc1NC(=O)C1CCCN1/C=C/C(=O)C(F)(F)F (stereo unspecified),60
COc1ccc(C)cc1NC(=O)CSc1ncc(-c2cccc(Br)c2)o1,82
CSc1nc(NC(=O)NS(=O)(=O)c2ccccc2Cl)nc(C2CC2)n1,62
Cc1cc(-n2c(C)nc3ccccc3c2=O)ccc1NS(=O)(=O)c1cc(F)ccc1F,54
COc1ccc(/C=C/C(=O)OCc2ccc([N+](=O)[O-])cc2)cc1S(=O)(=O)NCC1CCCO1 (stereo unspecified),60
N#Cc1cn(CCSc2cc(C(F)(F)F)nc3ccccc23)c(=O)[nH]c1=O,53
Cc1cc(C)c(C)c(S(=O)(=O)NCC(=O)Nc2ccc(F)c(Cl)c2)c1C,73
O=C(NCCCS(=O)(=O)N1CCN(c2ccccn2)CC1)c1ccc2c(c1)OCO2,59
CC(C)(C)c1csc(-c2ccc3nonc3c2)n1,59
C/C(=N/Nc1nnc(-c2ccccc2)c(-c2ccccc2)n1)c1ccco1,49
COc1cc2ccccc2cc1C(=O)Nc1onc2c1CCCC2,53
CCOc1cccc2sc(N3CCN(C(=O)CCCS(=O)(=O)c4ccc(F)cc4)CC3)nc12,53
COc1ccccc1CCNC(=O)c1csc(NC(=O)Nc2ccccc2)n1,60
CCOc1ccc(-c2csc(/C(C#N)=N\Nc3ccc(Br)cc3)n2)cc1,141
O=C(Nc1ccc(SCc2c(F)cccc2Cl)nn1)C1CC1,76
CCOc1ccc(S(=O)(=O)NCC2COC3(CCCCC3)O2)cc1 (stereo unspecified),55
O=C(NC1CCN(C(=O)c2ccco2)CC1)c1ccccc1,59
COc1ccc(Cl)cc1S(=O)(=O)Nc1ccc2c(c1)C(=O)N(C)c1cc(C)ccc1O2,55
O=C1CCC(=O)N1CNc1ccc(Cl)cc1,57
CCc1cc([N+](=O)[O-])cc(CC)c1NC(C)=O,51
O=C(c1ccc(=O)n(Cc2c(F)cccc2Cl)c1)N1CCc2ccccc21,56
C/C(=N/Nc1ccccc1)c1sc(CCn2cccc(C(F)(F)F)c2=O)nc1C,49
COc1ccc(-c2cc(C(F)(F)F)nc(N)n2)cc1,56
CCn1ccc(C(=O)Nc2nc(-c3ccc4c(c3)OCO4)cs2)n1,68
CCOc1ccccc1NC(=O)c1nnn(Cc2nc(-c3cccc(OC)c3OC)oc2C)c1C,61
CCc1ccc(N(C)S(=O)(=O)c2ccsc2-c2nc(-c3ccc(SC)cc3)no2)cc1,70
COc1cccc(OC)c1C(=O)Nc1ccc2c(c1)CN(C(=O)c1ccco1)CC2,66
CC(=O)N[C@@H](Cc1c[nH]c2ccccc12)C(=O)OCc1cc(C(F)(F)F)cc(C(F)(F)F)c1,56
CCC(=O)Nc1nc(NC(=O)CC)nc(-c2ccccc2Oc2ccc(Cl)cc2Cl)n1,63

# Going on with the list.
SMILES,RMI FANCM FP
CC(=O)N1CCc2ccc(NC(=O)Cc3cccs3)cc2C1,65
Cc1c(Cl)cccc1NC(=O)C(=O)NCCN1CCN(c2ccccc2F)CC1,69
Cc1nn(-c2ccccc2)c2[nH]c(=O)c(C#N)c(-c3ccc([N+](=O)[O-])cc3)c12,57
Cn1cccc1/C=C1/SC(=S)N(CCS(=O)(=O)O)C1=O,257
O=S(=O)(NCC1CCN(Cc2ccco2)CC1)c1ccc2c(c1)CCCC2,80
O=C(CSc1nc(-c2ccccc2)cs1)NC1CCS(=O)(=O)C1 (stereo unspecified),67
Cc1cc(O)c(C=Nc2ccccn2)c(=O)o1,79
Oc1c(Cl)cc(Cl)cc1C1Nc2cccc3cccc(c23)N1,48
CS(=O)(=O)NCc1c(Cl)cccc1Sc1ccc(Cl)cc1,56
O=C(Cn1cnc2c(sc3cccc(F)c32)c1=O)NCc1ccccc1,110

# Ordered by molecular weight (ascending): some entries from above
SMILES,RMI FANCM FP
Cc1cc(O)c(C=Nc2ccccn2)c(=O)o1,79
Oc1c(Cl)cc(Cl)cc1C1Nc2cccc3cccc(c23)N1,48
O=C(CSc1nc(-c2ccccc2)cs1)NC1CCS(=O)(=O)C1 (stereo unspecified),67

# Going on with the list:
SMILES,RMI FANCM FP
CS(=NC(=O)Nc1ccc(Cl)cc1)c1ccc(OC(=O)c2ccc(Cl)cc2)cc1 (stereo unspecified),55
c1ccc(Nc2ncnc3c2sc2ncccc23)cc1,35
CCOC(=O)c1ccccc1CSC(=N)N,62
COc1ccc(OC)c2sc(N(CCN(C)C)C(=O)c3ccnn3C)nc12,73
O=C(NCC1CCN(Cc2ccco2)CC1)c1ccc(Cl)c(Cl)c1,76
O=C1C[C@@H](c2ccc(O)cc2)Oc2cc(O)cc(O)c21,54
COc1ccc(S(=O)(=O)N2CCN=C2SCc2cccnc2)cc1,57
CC(=O)CCc1c[nH]c2ccccc12,50
O=C(c1ccco1)N1CCc2ccc(NS(=O)(=O)c3cccc4ccccc34)cc2C1,72
Cc1cc2nnc(SCC(=O)Nc3ccccc3F)n2c2ccccc12,80
Nc1cc(=O)[nH]c(SCC(=O)NCc2cccnc2)n1,55
O=C(Cc1ncon1)Nc1ccc(F)c(Cl)c1,57
O=C1c2ccccc2C(=O)c2c1oc1c3c(ccc21)OCN(CCC1=CCCCC1)C3,51
O=C(Nc1nc(-c2cc(Cl)sc2Cl)cs1)c1ccc([N+](=O)[O-])s1,28*
CSc1nc(C)nc(C2CC2)c1C#N,54
CC(C)(/C=N\Nc1nc2ccccc2o1)CO,60
CCOc1ccc(NC(=O)c2sccc2S(=O)(=O)N(C)c2ccc(CC)cc2)cc1,65
COc1ccc(CNC(=O)Nc2ccccc2C#N)cc1,55
CC1=C(C(N)=O)C(c2cccnc2)n2nc(-c3cccc(Cl)c3)nc2N1 (stereo unspecified),59
Clc1ccc(-c2cc(-c3ccccn3)on2)c(Cl)c1,61
CC(CC(=O)O/N=C(/N)c1ccc(C(F)(F)F)cc1)S(=O)(=O)c1ccc(Cl)cc1 (stereo unspecified),54
CCOc1ccc(-c2ccc(N3CCN(C(=O)NCc4ccccc4)CC3)nn2)cc1,86
Cc1cc(C)nc(NS(=O)(=O)c2ccc(NS(=O)(=O)c3ccc(C#N)cc3)cc2)n1,61
C[C@]12CCC(=O)C=C1CCC1C2[C@@H](O)C[C@@]2(C)C1CC[C@]2(O)C(=O)COC(=O)CCC(=O)O (stereo partly specified),63
O=C1N=C(N2CCOCC2)SC1=C1CCCCC1,59
Cc1cc(NC(=O)c2cccc(S(=O)(=O)C(C)C)c2)n(C)n1,67
COc1ccc2nc(-c3ccc(C)c(NC(=O)Cc4ccc(F)cc4)c3)cn2n1,91
O=S(=O)(c1ccc(Cl)cc1)N1CN(C2CCCC2)c2nc3ccccc3nc21,65
Cc1cc(C)cc(N2C(=O)C3N=NN(c4ccc(Cl)cc4)C3C2=O)c1 (stereo unspecified),59
Cc1ccc(NC(=O)C(=O)NCC2CCN(C(C)C)CC2)cc1F,73
NC(=O)c1ccc(NC(=O)C(=O)NCC(c2cccs2)N2CCOCC2)cc1 (stereo unspecified),49
O=C(C1CCN(c2ncnc3c2sc2ncccc23)CC1)N1CCCCC1,65

# Screening data as filed in PubChem.
